# RAD54 branch: RAD54 (human) branch migration inhibition | Q92698 | RAD54 Holliday junction branch migration, FAM/BHQ fluorescence | inhibition, % at 10.4 µM | actives 0.14% (n = 360,000);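 active = mean normalized replicate activity at least 40 and at least half of replicates scoring 40 or more; inconclusive = only one of the two criteria met; inactive = mean below 40 and under half of replicates reaching 40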;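 note: 0% = median of neutral control wells and 100% = median of positive control wells; inhibitors cause a drop in the FAM fluorescence signal; in these data hits start at about 50%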
# E-sel inducer: induces E-selectin expression in human endothelial cells; HUVEC E-selectin immunofluorescence imaging; normalized: neutral wells 0, TNF-alpha wells 100; activation, % at 7.58 µM; P16581; AID 686992; actives 0.37% (n = 260,000);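 active = mean E-selectin-positive cell signal at least 10% of the positive control, reached in at least 60% of replicates, without over 20% cell loss; inconclusive = no rule given, readout overlaps actives, possibly toxicity-flagged; inactive = the rest, including those meeting only one limit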;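 note: in these data hits start at about 27%; measured in HUVEC primary endothelial cells; signal is the percent of cells scored E-selectin positive by PE staining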
# Target sequence (P16581 whole entry, looked up): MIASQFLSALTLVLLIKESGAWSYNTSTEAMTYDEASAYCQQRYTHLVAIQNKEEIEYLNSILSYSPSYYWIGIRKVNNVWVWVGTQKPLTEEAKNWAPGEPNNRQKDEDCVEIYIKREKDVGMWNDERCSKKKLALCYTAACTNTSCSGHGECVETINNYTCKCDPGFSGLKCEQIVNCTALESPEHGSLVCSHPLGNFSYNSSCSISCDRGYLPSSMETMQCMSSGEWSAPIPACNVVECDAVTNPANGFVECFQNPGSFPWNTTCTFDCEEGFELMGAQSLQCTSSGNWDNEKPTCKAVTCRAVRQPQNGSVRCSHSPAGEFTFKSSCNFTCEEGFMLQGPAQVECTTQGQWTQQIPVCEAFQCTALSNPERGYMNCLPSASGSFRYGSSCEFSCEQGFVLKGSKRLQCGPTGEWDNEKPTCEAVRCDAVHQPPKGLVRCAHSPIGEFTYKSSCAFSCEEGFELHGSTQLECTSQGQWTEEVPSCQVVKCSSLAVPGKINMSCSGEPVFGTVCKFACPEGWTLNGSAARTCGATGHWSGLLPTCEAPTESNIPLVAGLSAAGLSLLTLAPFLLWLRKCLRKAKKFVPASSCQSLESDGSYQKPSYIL
#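 Material: HUVEC primary endothelial cells; Amount: 3,000 cells per well; Dosing: single concentration; Medium: EGM-2 growth medium on 0.1% gelatin-coated wells; Read-out basis: percent E-selectin-positive cells; Signal: immunofluorescence imaging; Control set: TNF-alpha, DMSO.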
# esBAF inh: inhibitors of esBAF chromatin remodeling in mouse ES cells. Bmi1-luciferase knock-in reporter, 24 h; 100% = twice the neutral-well signal. reporter increase, % at 12.5 µM. actives 2% (n = 350,000). AID 602393; in the data active = activation above about 40%; inconclusive = no clear call, values can overlap the other calls;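 note: 0% = median of the plate's neutral control wells and 100% = double that signal; a rise in the Bmi1 reporter signal indicates esBAF inhibition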
# ERAP1 inh: blocks human ERAP1 aminopeptidase activity; recombinant ERAP1, Leu-AMC fluorescence, 60 min; inhibition, % at 10.7 µM; Q9NZ08; actives 0.15% (n = 340,000); AID 652197;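 active = mean replicate inhibition of at least 30%, or all replicates individually reaching that 30% level; inactive = mean below 30% and not every replicate reaching it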;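 note: 0% = neutral control wells and 100% = L-leucinethiol positive control wells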
# RAD52 inh: inhibitors of human RAD52 DNA annealing; P43351; recombinant RAD52 DNA annealing, FRET fluorescence; inhibition, % at 18.7 µM; actives 0.46% (n = 360,000);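 active = every replicate showing at least 50% inhibition; inconclusive = mean inhibition at least 50% but not in every replicate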
# ERp5 block: blocks human ERp5 reductase activity on insulin; Q15084; ERp5 insulin aggregation, absorbance 650 nm, 90 min; inhibition, % at 9.99 µM; actives 0.05% (n = 350,000); AID 651711;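 active = mean replicate inhibition above about 25%, with every replicate also reaching it, limit read from the data, passing the limit was not always enough; inconclusive = only one of those two criteria met; inactive = neither criterion met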
# Target sequence (Q15084 whole entry, looked up): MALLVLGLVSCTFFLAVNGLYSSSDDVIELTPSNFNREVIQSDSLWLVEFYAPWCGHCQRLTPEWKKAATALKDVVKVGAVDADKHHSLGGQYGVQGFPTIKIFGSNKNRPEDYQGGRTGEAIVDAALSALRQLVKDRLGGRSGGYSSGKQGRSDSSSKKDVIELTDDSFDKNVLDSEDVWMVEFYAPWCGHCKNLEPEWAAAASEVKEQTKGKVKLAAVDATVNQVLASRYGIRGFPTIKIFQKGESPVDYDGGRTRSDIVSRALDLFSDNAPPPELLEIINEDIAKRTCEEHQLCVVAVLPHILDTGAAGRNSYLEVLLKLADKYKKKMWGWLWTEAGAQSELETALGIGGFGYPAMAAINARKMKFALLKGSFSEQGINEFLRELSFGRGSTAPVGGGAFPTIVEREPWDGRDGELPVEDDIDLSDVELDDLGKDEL
# Xi reactivation: activators of X-chromosome reactivation in mouse fibroblasts; AID 743238; activation, % at 7.58 µM; actives 0.055% (n = 360,000); XiGFP mouse fibroblasts, % GFP-positive cells imaging, 3 d; cells co-treated with 5-aza-dC sensitizer; scaled so ellipticine positive control = 100%;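 active = mean normalized replicate activation at least 10% and every replicate at or above 10%; inconclusive = only one of the two criteria met; inactive = mean below 10% and not all replicates reach 10%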;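 note: 0% = median of on-plate neutral control wells and 100% = ellipticine 6 µM median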
#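 Material: XiGFP fibroblasts, SV40-immortalized. Buffer or medium: DMEM plus 5-aza-dC sensitizer. Compound: single concentration per compound, delivered by pin transfer. Times: 3 days compound exposure. Controls: ellipticine 6 µM.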
# S100A4 inh HTS: inhibitors of human S100A4 binding to myosin IIA peptide | actives 0.14% (n = 360,000) | inhibition, % at 10.7 µM | AID 652163 | S100A4/TAMRA-MyoIIA peptide fluorescence polarization | P26447;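 active = mean inhibition of at least 70% across replicates, with every replicate also reaching that level; inconclusive = mean inhibition reaches 70% but some replicates fall short; inactive = mean inhibition below 70%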
#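 Material: S100A4 monomer protein / Buffer or medium: 50 mM HEPES pH 7.2, 10 mM CaCl2, 100 mM KCl / Times: 5 min incubation before reading / Benchmarks: neutral control DMSO, positive control TFP / Reagent: labelled myosin peptide probe, 5 nM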
# * marks the source's active call; other numbers are inactive results; ? = inconclusive; . = not tested or not shown; & = joins results of further samples. Rows are unselected, and some 2.5% of all compounds hit somewhere here.
SMILES,RAD54 branch,E-sel inducer,esBAF inh,ERAP1 inh,RAD52 inh,ERp5 block,Xi reactivation,S100A4 inh HTS
C[C@@H]1CN([C@H](C)CO)S(=O)(=O)c2ccc(C#Cc3cccnc3)cc2O[C@@H]1CN(C)C(=O)Nc1ccc2c(c1)OCO2,2,-0.1,-3,-6,-23,-3,-0.7,5
Cc1cc(C)c(C(=O)CSc2nnc(C)s2)c(C)c1,-2,-1.1,5,4,-7,4,-0.2,2
Cc1cc(S(=O)(=O)Nc2ccc3c(c2)n(C)c(=O)n3C)ccc1F,.,.,.,-3,-17,3,0.1,-4
CC(C)Cc1nnc(NC(=O)c2cccc(S(=O)(=O)N3CCN(C)CC3)c2)s1,-4,.,.,2,-9,-2,0.0,0
Cc1cc(O)cc(=O)n1-c1cccc(C(F)(F)F)c1,.,1.5,.,0,-19,0,0.0,-5
COCCNC(=O)COC(=O)C1=Cc2ccccc2OC1,2,-1.4,7,.,3,7,0.1,0
CCO[C@H]1OC(C(=O)N2CCCCCCC2)=C[C@@H](c2csc3ccccc23)[C@@H]1CCCO,15,-0.2,-1,.,.,.,0.0,.
COc1cccc(/C=C2\Sc3ccc(C(=O)NCC4CCCO4)cc3N(C)C2=O)c1 (configuration not stated),-4,.,-1,2,-14,4,0.0,1
CSc1ccccc1C(=O)NCCc1ccc(S(=O)(=O)N2CCCCC2)cc1,0,.,-3,0,-7,-6,.,5
CCNC(=O)C(C)NC(=O)C1=NN(c2ccccc2)C(=O)CC1 (configuration not stated),2,0.1,-7,-4,-3,5,0.0,-1
CCOc1ccccc1N(C(=O)c1snc(C(N)=O)c1N)C(CC)C(=O)NC1CCCC1 (configuration not stated),3,1.8,3,-1,-10,3,-0.1,1
COc1ccc(Cl)cc1NC(=O)Cn1c(C)csc1=O,-9,1.6,-5,-2,-26,0,0.2,1
NC(c1ccccc1)c1csc(Nc2ccc(C(=O)NCCCO)cn2)n1 (configuration not stated),11,0.1,-1,2,-3,-1,0.1,19
CN(CC(=O)Nc1ccccc1Cl)C(=O)COC(=O)c1nc(Cl)c(Cl)c(Cl)c1Cl,0,.,.,2,-35,14,0.2,-8
Clc1ccc(-c2ccc(CNCC3CCCO3)o2)cc1 (configuration not stated),3,.,11,.,-4,3,0.0,-5
CC1CCCCC12NC(=O)N(CC(=O)Nc1nccs1)C2=O (configuration not stated),-1,-0.3,.,0,-7,5,0.3,-3
CN1C(=O)c2cc(NC(=O)Cc3ccccc3)ccc2OC[C@@H]2O[C@@H](CC(=O)NCc3ccc(Cl)cc3)CC[C@H]21,9,0.1,6,.,.,.,0.2,.
CN1CCC(=NNC(=O)C(=O)Nc2ccc(F)cc2)CC1,7,.,8,0,6,2,0.1,-3
Cc1noc(C)c1NC(=O)Nc1ccc2c(c1)C(=O)N([C@H](C)CO)C[C@H](C)[C@@H](CN(C)S(=O)(=O)c1cn(C)cn1)O2,5&-10,-6.4&0.1,1&0,-2&-1,-11&7,7&5,0.2&0.0,2&1
COc1ccccc1CNC(=O)COC(=O)c1c[nH]c2ccccc12,-17,.,.,1,-34,-4,0.0,-4
CO[C@H]1CN(C)C(=O)c2ccc(NC(C)=O)cc2OC[C@H](C)N(C(=O)c2ccccc2)C[C@@H]1C,1,0.1,2,5,1,-5,-0.3,-3
COc1ccc2c3c(n(C)c2c1)[C@H](CO)N(C(=O)CC1CC1)CC31CCN(C(=O)C2CCCC2)CC1,.,-0.2,.,4,-1,-2,0.3,4
O=c1oc2c(CN3CCCCC3)c(O)ccc2cc1-c1nc2ccccc2[nH]1,-23,.,-4,-11,-32,2,.,0
COc1ccc(Cn2c(-c3ccc(Cl)cc3)c[n+]3ccccc23)cc1,5,.,-4,-1,-3,-7,0.3,-17
CC(C)NC(=O)Nc1cccc2c1O[C@H](CN(C)Cc1ccc(C(=O)O)cc1)[C@H](C)CN([C@@H](C)CO)C2=O,5,-2.0,0,-8,-2,14,0.4,4
COCC(=O)N1[C@H](CO)[C@H](c2ccccc2)[C@@H]1C#N,18,-0.1,0,6,-16,-1,0.5,5
COc1ccc(NC(=O)CCCC(=O)NCCc2ccc(OC)c(OC)c2)cc1,3,1.0,-14,-2,-17,4,0.0,1
CCN(CC(=O)NC1CCS(=O)(=O)C1)S(=O)(=O)c1ccc(C)cc1C (configuration not stated),1,0.1,0,0,4,4,0.0,2
CCOC(=O)C(CNc1ccc(OCc2ccccc2)cc1)NC(=O)c1ccccc1 (configuration not stated),.,-0.1,.,-6,-53,-3,0.4,28
O=C(CNC(=O)c1cccc(Cl)c1)N/N=C/c1cccnc1,5,.,-4,.,-22,6,0.0,-15
C[C@@H]1CN([C@H](C)CO)C(=O)Cc2cc(NC(=O)C3CCCCC3)ccc2O[C@H]1CN(C)C(=O)Nc1ccc2c(c1)OCO2,-2,-3.0,52*,-1,1,1,0.1,13
CCOc1ccc(CNC(=O)CCS(=O)(=O)Cc2ccccc2C)cc1OC,.,-0.1,-9,.,-5,3,.,40
CC12CCC(C(=O)NNC(=O)c3ccccc3)(OC1=O)C2(C)C (configuration not stated),0,1.7,-11,0,-9,4,0.0,45
CN(C(=O)Cc1c(C(=O)O)n(C)c2ccccc12)c1cccc(C(F)(F)F)c1,-9,?,11,-3,-17,-5,0.3,-9
C[C@H]1CN([C@@H](C)CO)C(=O)c2cc(-c3ccc(C#N)cc3)cnc2O[C@H]1CN(C)C(=O)CN(C)C,3,-0.2,-5,2,11,1,-0.3,1
C[C@H](CO)N1C[C@H](C)[C@@H](CN(C)Cc2ccc(-c3ccccc3)cc2)Oc2ccc(NC(=O)Cc3cn(C)c4ccccc34)cc2C1=O,.,2.6,-2,-1,29,-1,0.1,-3
CCC(=O)N1[C@@H]2CN(C(=O)Nc3ccc(Cl)cc3)c3ccccc3[C@@H]2[C@@H]1CO,-12,0.2,8,-3,2,0,0.1,9
Cc1ccc(NC(=O)c2cccnc2)cc1C,1,0.7,49*,-1,-3,-1,0.1,-2
Cc1c(Cc2ccc3c(c2)OCO3)sc(NC(=O)C(C)(C)C)c1C#N,10,0.2,23,-5,-25,1,0.2,-6
CN(c1ccc(Cl)cc1)S(=O)(=O)c1nnc(NC(=O)C(C)(C)C)s1,-5,.,2,2,-16,2,0.3,-5
COc1ccc(-n2nc(C(=O)NCC(=O)N3CCN(c4ccc(F)cc4)CC3)c3ccccc3c2=O)c(OC)c1,7,0.9,30,0,-14,3,0.0,-5
O=C(CSc1nnc2ccc(-c3cccnc3)nn12)Nc1ccc(F)cc1F,1,5.6,-3,-2,-38,-13,0.0,2
COc1ccc(NC(=O)N2CC3(C2)CN(CC2CC2)[C@@H](CO)c2c3c3ccc(OC)cc3n2C)cc1,.,-0.2,.,-2,10,-8,0.0,3
CCCNC(=O)CS(=O)(=O)Cc1nc(-c2cccc(OC)c2)oc1C,-4,0.0,16,10,-3,-9,0.0,-1
CC(C)(C)c1ccc(/C=C/C(=O)N2CCN(c3ncccn3)CC2)cc1,.,-0.7,.,2,-1,3,0.2,-4
Cn1c(-c2ccccc2)c[n+]2c1-c1ccccc1C2,.,.,.,2,-13,-3,0.0,-4
COc1ccc(S(=O)(=O)NCC(c2ccc(C)cc2)N2CCN(C)CC2)cc1 (configuration not stated),8,.,-8,0,6,2,0.1,-2
O=[N+]([O-])c1cc([N+](=O)[O-])c2nonc2c1Nc1ccc(O)cc1,-8,.,6,3,-16,1,0.0,-18
COc1ccc(/C=N\NC(=O)c2ccccc2)cc1COc1ccccc1,-5,0.3,1,-3,-5,3,0.0,0
CCOc1ccccc1NC(=O)CSC1=NN2CCCC(=O)N=C2S1,-1,0.0,1,3,-3,-6,0.0,5
CCC(=O)N/N=C(\C)CC(=O)Nc1ccccc1-c1ccccc1,.,0.0,.,1,-11,2,-0.2,-1
CN(C(=O)c1cccc(NC(=O)Cc2cccc([N+](=O)[O-])c2)c1)C1CCCCC1,-9,0.0,3,3,-23,0,0.0,1
C[C@@H]1CN([C@H](C)CO)C(=O)CCCn2cc(nn2)CO[C@@H]1CN(C)S(=O)(=O)c1cccc(C#N)c1,.,0.0,.,0,3,3,0.2,9
O=S(=O)(c1ccc(=S)[nH]c1)N1CCOCC1,-5,.,-3,0,-8,-5,-0.1,-2
CN1C(=O)c2cc(NC(=O)C3CCCC3)ccc2OC[C@@H]2O[C@@H](CC(=O)NCc3ccccc3F)CC[C@H]21,.,-0.1,.,2,2,-3,0.1,-4
Cc1cc(NC(=O)c2cc(-c3ccc(C)s3)nc3ccccc23)no1,-4,1.4,9,-2,-40,4,0.1,4
O=C(c1cc(-c2ccc(Br)cc2)n[nH]1)N1CCN(C(=O)c2ccccc2Br)CC1,12,.,0,1,-2,3,0.0,-6
CN(C)C(=O)c1ccc(-c2ccc([C@@H]3[C@H]4CN(CCC(F)(F)F)CCCCN4[C@H]3CO)cc2)cc1,-3,-0.5,3,0,-3,1,0.0,10
O=C(C1CCCCC1)N1CCN=C1SCc1cccc([N+](=O)[O-])c1,-7,-2.8,6,1,-17,2,0.0,5
CS(=O)(=O)c1ccc2nc(NC(=O)c3ccccc3)sc2c1,-5,-0.2,16,1,-14,1,0.0,7
# Carrying on:
SMILES,RAD54 branch,E-sel inducer,esBAF inh,ERAP1 inh,RAD52 inh,ERp5 block,Xi reactivation,S100A4 inh HTS
COc1cc(C2CC(=O)c3c([nH]c(C(=O)OCCOC(C)C)c3C)C2)cc(OC)c1OC (configuration not stated),-5,0.0,-14,1,-17,1,0.0,-1
C[C@H](CO)N1C[C@H](C)[C@H](CN(C)Cc2cncnc2)Oc2cc(-c3cncnc3)ccc2S1(=O)=O,3,-0.1,-2,-2,6,-8,-0.8,10
COc1ccc(C)cc1NC(=O)C(=O)NNC(=O)COc1ccc(Cl)cc1,2,0.0,-1,1,-3,1,0.0,-2
CCCN(C)C[C@H]1Oc2cc(C#Cc3ccc(F)cc3)ccc2S(=O)(=O)N([C@@H](C)CO)C[C@H]1C,-22,0.0,-4,-1,17,-3,-1.1,-2
Cc1cccc(-c2ccc([C@@H]3[C@H]4CN(S(=O)(=O)c5cccc(C)c5)CCCCN4[C@H]3CO)cc2)c1,3,-0.9,.,-1,-21,-5,0.0,8

# 3 of the compounds above, bar-delimited:
molecule | RAD54 branch | E-sel inducer | esBAF inh | ERAP1 inh | RAD52 inh | ERp5 block | Xi reactivation | S100A4 inh HTS
C[C@H](CO)N1C[C@H](C)[C@H](CN(C)Cc2cncnc2)Oc2cc(-c3cncnc3)ccc2S1(=O)=O | 3 | -0.1 | -2 | -2 | 6 | -8 | -0.8 | 10
COc1cc(C2CC(=O)c3c([nH]c(C(=O)OCCOC(C)C)c3C)C2)cc(OC)c1OC (configuration not stated) | -5 | 0.0 | -14 | 1 | -17 | 1 | 0.0 | -1
Cc1cccc(-c2ccc([C@@H]3[C@H]4CN(S(=O)(=O)c5cccc(C)c5)CCCCN4[C@H]3CO)cc2)c1 | 3 | -0.9 | . | -1 | -21 | -5 | 0.0 | 8
